High-throughput results as filed in PubChem BioAssay.
RGS8-Gao: regulators of human RGS8-Galphao interaction. P09471. multiplexed bead flow cytometry, RGS8-Galphao binding; actives lie on both sides. response (percent of control binding), % at 10 µM. actives 0.34% (n = 220,000); in the data active means response below about 60% or above about 140%; inactive means in between;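 further: Galphao activated as the GDP aluminium fluoride complex binding bead-coupled RGS8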
Target sequence (P09471 whole entry, looked up): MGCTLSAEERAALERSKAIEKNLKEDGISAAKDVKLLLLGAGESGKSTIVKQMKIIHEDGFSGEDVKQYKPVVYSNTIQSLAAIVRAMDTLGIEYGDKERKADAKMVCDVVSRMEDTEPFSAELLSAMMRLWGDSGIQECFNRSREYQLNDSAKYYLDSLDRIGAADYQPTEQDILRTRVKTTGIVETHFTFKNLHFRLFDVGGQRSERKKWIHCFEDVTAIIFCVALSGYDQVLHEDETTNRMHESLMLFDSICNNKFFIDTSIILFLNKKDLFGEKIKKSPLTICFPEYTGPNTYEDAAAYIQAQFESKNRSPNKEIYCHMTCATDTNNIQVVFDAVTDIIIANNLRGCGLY
Bim-Mcl-1: inhibitors of Bim-Mcl-1 interaction, human | Q07820 | Bead-based flow cytometry, Bim peptide-Mcl-1 binding | inhibition, % at 10 µM | actives 0.1% (n = 190,000) | AID 1009;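 further: 0% = no compound tracer wells and 100% = peptide blocker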
Bcl-B Bim block: disrupts Bim peptide binding to human Bcl-B; actives 0.073% (n = 190,000); bead-based flow cytometry; AID 951; inhibition, % at 10 µM;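 further: 0% = tracer peptide without compound and 100% = reference inhibitor peptide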
Target sequence (Q9HD36 whole entry, looked up): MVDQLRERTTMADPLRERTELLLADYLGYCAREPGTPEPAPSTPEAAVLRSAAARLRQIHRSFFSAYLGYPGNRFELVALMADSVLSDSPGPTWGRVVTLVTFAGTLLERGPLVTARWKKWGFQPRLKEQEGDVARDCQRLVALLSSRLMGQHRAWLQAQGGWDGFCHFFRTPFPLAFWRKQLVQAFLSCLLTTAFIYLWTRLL
Mcl1-Bid inh: disrupts binding of human Mcl-1 to Bid peptide | Q07820 | TR-FRET Mcl-1/Bid-Dy647 peptide binding, 1536-well | inhibition, % at 21.7 µM | actives 0.97% (n = 220,000);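 active means compounds that cut the binding signal by more than half at the single screening dose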;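 further: His-tagged Mcl-1 with europium anti-His antibody binding Bid BH3 peptide; 0% = Mcl-1 plus peptide wells and 100% = peptide-only wells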
Bim-Bfl-1: inhibitors of Bim-Bfl-1 interaction, human. Q16548. Bead-based flow cytometry, Bim-Bfl-1 binding inhibition. inhibition, % at 10 µM. actives 0.12% (n = 190,000). AID 1008;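 further: 0% = wells without compound plus tracer and 100% = blocker peptide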
Bim-Bcl-W: human Bim-Bcl-W interaction inhibition | Q92843 | bead-based flow cytometry, Bim peptide-Bcl-W binding | inhibition, % at 10 µM | actives 0.02% (n = 190,000) | AID 952;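 further: 0% = bound tracer without compound and 100% = peptide blocker; higher means less fluorescent Bim peptide bound to Bcl-W beads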
Target sequence (Q92843 whole entry, looked up): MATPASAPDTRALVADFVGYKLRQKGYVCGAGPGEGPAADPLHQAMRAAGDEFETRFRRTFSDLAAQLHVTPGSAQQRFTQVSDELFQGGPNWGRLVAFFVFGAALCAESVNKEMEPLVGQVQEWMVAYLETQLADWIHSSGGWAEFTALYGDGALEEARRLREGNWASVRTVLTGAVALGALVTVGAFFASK
Mcl1-Noxa inh: Mcl-1/Noxa interaction inhibition. actives 1.5% (n = 220,000). inhibition, % at 21.7 µM. TR-FRET Mcl-1/Noxa peptide binding, 2 h;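 active means compounds that cut the protein-peptide binding signal by more than 50% relative to plate controls in a single-dose test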;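 further: His-tagged Mcl-1 with rhodamine Noxa BH3 peptide and terbium anti-His antibody; 0% = Mcl-1 plus Noxa peptide wells and 100% = peptide-only wells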
Bcl-XL Bim block: disrupts Bim peptide binding to human Bcl-XL. Q07817. bead flow cytometry, fluorescence. inhibition, % at 10 µM. actives 0.04% (n = 190,000). AID 1007
Target sequence (Q07817 whole entry, looked up): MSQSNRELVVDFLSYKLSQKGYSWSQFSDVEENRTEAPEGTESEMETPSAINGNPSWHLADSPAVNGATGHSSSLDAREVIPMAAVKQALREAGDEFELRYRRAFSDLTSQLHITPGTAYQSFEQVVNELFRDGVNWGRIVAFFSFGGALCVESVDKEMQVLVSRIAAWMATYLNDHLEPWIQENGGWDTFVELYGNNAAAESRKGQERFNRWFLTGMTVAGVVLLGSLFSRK
Bcl-2 Bim block: disrupts Bim peptide binding to human Bcl-2; actives 0.06% (n = 190,000); Bead-based flow cytometry, Bim peptide-Bcl-2 binding; P10415; inhibition, % at 10 µM; AID 950; in the data active means inhibition above about 40%; inconclusive means no clear call, values can overlap the other calls;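 further: 0% = no compound wells with probe peptide and 100% = reference peptide inhibitor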
RGS7-Gao reg: regulators of human RGS7-Galphao interaction | actives 0.35% (n = 220,000) | binding response (% of control), % at 10 µM | P09471 | Multiplexed bead flow cytometry, RGS7-Galphao binding; actives lie on both sides | AID 1439; in the data active means binding response below about 49% or above about 150%; inconclusive means no clear call, values can overlap the other calls; inactive means in between;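 further: fluorescent Galphao held in activated GDP-AlF4 state binding bead-coupled RGS7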
RGS4-Gao reg: human RGS4-Galphao interaction regulation | P09471 | Multiplexed bead flow cytometry, RGS4-Galphao binding; actives lie on both sides | binding response (% of control), % at 10 µM | actives 0.33% (n = 220,000) | AID 1415; in the data active means binding response below about 49% or above about 150%; inactive means in between;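 further: fluorescent Galphao activated with aluminum fluoride binding bead-coupled RGS4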
* = called active by the depositor; ? = inconclusive; nt = not tested or not shown. Unless noted, no stated cut-off is given here; in the data, active means inhibition above about 40%.

Below each compound – RGS8-Gao, Bim-Mcl-1, Bcl-B Bim block, Mcl1-Bid inh, Bim-Bfl-1, Bim-Bcl-W, Mcl1-Noxa inh, Bcl-XL Bim block, Bcl-2 Bim block, RGS7-Gao reg, RGS4-Gao reg
- CCOC(=O)C(C)Sc1cnccn1 (configuration not stated)
 : 100, -5, -6, 2, -6, -2, 31, -5, -5, 96, 98
- CCOC(=O)C1CCN(c2cc(C)nc3ccc(OC)cc23)CC1
 : 105, 0, 0, -16, -9, 0, -4, 0, -5, 101, 103
- COc1ccccc1N1CCN(c2ccc(Cl)nn2)CC1
 : 103, 0, 1, -32, -4, 2, 10, 0, -1, 101, 103
- CCCCCCc1c(O)nc(SCCN(C)C)[nH]c1=O
 : 102, nt, nt, -134, nt, nt, 9, nt, nt, ?, 100
- Nc1cc(Cl)ccc1N1CCOCC1
 : 104, -3, -4, -41, 3, -1, 19, -2, -5, 100, 103
- CC(NC(=O)COc1ccc(-c2nnco2)cc1)c1ccc(Cl)cc1Cl (configuration not stated)
 : 100, -7, -8, -8, -6, -5, 10, -10, -5, 101, 99
- Cc1nn(C)c(C)c1NS(=O)(=O)c1ccc(N2CCCC2=O)cc1
 : 102, 15, 0, -25, -3, -2, -3, 1, -3, 103, 102
- COc1ccc(N2CCC(CNC(=O)Nc3ccc(Cl)cc3)C2)cc1 (configuration not stated)
 : 99, 2, -4, -55, 6, 3, 76*, 1, 1, ?, 100
- Cc1ccccc1Cn1c2ccccc2c2cnn(CC(=O)NCc3ccco3)c(=O)c21
 : 120, nt, nt, -14, nt, nt, 6, nt, nt, ?, 131
- COCC(C)n1c(=O)sc2ccccc2c1=O (configuration not stated)
 : 104, -2, 0, 9, -1, 0, 16, -1, 0, 110, 108
- COc1cc(CNCc2ccccn2)ccc1OCc1ccc(Cl)c(Cl)c1
 : 102, 1, 0, -5, -4, 0, -1, 4, 0, 100, 101
- COc1ccc(C2=NOC(C(=O)NC(C)(C)C)C2)cc1 (configuration not stated)
 : 102, 0, -4, -8, 0, 0, 18, -1, -1, 103, 100
- COC(=O)c1ccc(CNC(=O)/C=C/c2cc([N+](=O)[O-])ccc2OC(F)F)cc1
 : 101, -1, -7, -10, -9, 0, 3, -1, -6, 97, 103
- C=CCSc1nc(C)c(CC(=C)C)c(=O)[nH]1
 : 100, -1, -5, -23, -4, 0, -2, -1, 0, 100, 95
- NC(=O)C1CCN(CC(=O)N2c3ccccc3CCc3ccccc32)CC1
 : 101, 3, -5, -34, -12, 3, -5, -2, -2, 103, 96
- CCOC(=O)N1CCC(NC(=O)c2sc(-n3cccc3)nc2C)CC1
 : 101, 0, -9, -26, -12, -6, 12, -10, -8, 105, 102
- O=C1CN(C(=O)CSc2nc3cc(Cl)ccc3c(=O)n2Cc2ccccc2)c2ccccc2N1
 : 100, -4, -9, -8, -1, -7, 1, -9, 0, 99, 100
- COc1ccc(CCNC(=O)CSc2ccc(-c3ccccc3)nn2)cc1
 : 101, -3, -8, -40, -8, -5, 4, -7, -4, 98, 98
- NC(=O)c1nnsc1Sc1c(C(N)=O)nnn1-c1cccc(N)c1
 : 101, 0, -14, -11, -2, 0, 11, -1, 0, ?, 101
- CCOc1ccc(/C=N/NC(=O)c2ccc(Cn3cc(Br)cn3)o2)cc1
 : 102, 0, -1, -12, -8, -4, 5, -6, -4, 101, 102
- CCCOc1ccc(C(=O)c2nc3c(n2O)CCCC3)cc1
 : 95, 0, -1, -44, -3, 0, 23, 0, 0, 98, 85
- O=C(O)c1ccc(OCC(O)Cn2cnc3ccccc32)cc1 (configuration not stated)
 : 98, -3, -8, 20, -13, -1, 22, -2, -11, 99, 102
- Cc1ccccc1CN1C[C@@H]2C[C@@H](c3cnc(N4CCOCC4)s3)N3CCC[C@@]23C1=O
 : 103, -1, -1, -13, 8, 0, 11, -2, 4, 89, 96
- Cc1oc(S(=O)(=O)N2CCCC2)cc1C(=O)Nc1ccc(F)cc1
 : 99, nt, nt, 0, nt, nt, -17, nt, nt, ?, 100
- Cc1ccc(C2(c3noc(CN(C)Cc4cnn(C)c4)n3)CCCC2)cc1
 : 104, 3, -1, -27, -4, 0, 0, -2, -1, 105, 106
- COC(CNC(=O)c1ccc2nc(-c3ccccc3)c(-c3ccccc3)nc2c1)OC
 : 104, -2, -6, -27, -6, -3, 10, -2, -5, 100, 99
- CCOc1ccccc1COC(=O)c1cccc(-n2cnnn2)c1
 : 98, 1, -4, -8, -11, 1, 7, -2, -7, 101, 100
- C=CCn1c(Sc2nncn2C)nc2c1c(=O)[nH]c(=O)n2C
 : 86, -2, 0, -8, -2, -3, 1, -2, 0, 87, 86
- C=CCOCCN(CC)CC
 : 101, nt, nt, -7, nt, nt, 13, nt, nt, ?, 101
- CCN1CCN(c2nc(-c3ccccn3)nc3ccccc23)CC1
 : 100, -2, 1, -44, 0, -2, 13, -1, -1, 93, 99
- Cc1nn(-c2ccccc2)c(Cl)c1/C=N/NC(=O)c1ccccc1F
 : 98, nt, nt, -9, nt, nt, -15, nt, nt, ?, 93
- O=S(=O)(NCc1cn2ccsc2n1)c1cccs1
 : 122, -3, -7, -18, -26, -7, 10, -4, 0, 104, 103
- Cc1cccc(NC(=O)c2ccccc2OCC(=O)N2CCCC2)c1C
 : 101, -1, 0, -16, -2, 1, 3, 3, -3, ?, 99
- CC1=C(C#N)C(=O)N(C)C(C)(C)C1
 : 91, -6, -2, -7, -1, -6, -2, -2, -4, 97, 84
- COCCCNC(=S)NCCCNc1nc2cc(C)cc(C)c2cc1C#N
 : 102, -2, -13, -48, -6, -5, 9, -3, -6, 103, 102
- CC(C)(C)c1ccc(S(=O)(=O)N(CCCN2CCOCC2)Cc2cccs2)cc1
 : 104, -5, -5, 45, -4, -3, 32, -6, -5, 102, 91
- O=C(C1CCCN(S(=O)(=O)c2ccc(Br)s2)C1)N1CCCCCC1 (configuration not stated)
 : 100, 0, 0, 1, 0, 0, -28, 0, -3, 100, 99
- CCOCCCNC(=O)CCC(=O)NNc1nc2ccccc2c2nc(C)nn12
 : 101, -7, -6, -8, -4, -1, 15, -3, -3, 101, 101
- C/C(=N\NC(=O)c1cccc(S(=O)(=O)N2CCCC2)c1)c1cccs1
 : 101, 0, -2, -1, -6, -2, -5, 0, -1, 101, 99
- CC1(C)CC(NC(=O)c2ccncc2)CC(C)(C)N1O
 : 98, -1, -1, -46, -4, -1, 22, 0, -2, ?, 98

Records listed so far shown as hits in Mcl1-Noxa inh:
Below each compound – RGS8-Gao, Bim-Mcl-1, Bcl-B Bim block, Mcl1-Bid inh, Bim-Bfl-1, Bim-Bcl-W, Mcl1-Noxa inh, Bcl-XL Bim block, Bcl-2 Bim block, RGS7-Gao reg, RGS4-Gao reg
- COc1ccc(N2CCC(CNC(=O)Nc3ccc(Cl)cc3)C2)cc1 (configuration not stated)
 : 99, 2, -4, -55, 6, 3, 76*, 1, 1, ?, 100

Grouped by structure: the entries above containing an aryl thioether with sulfur outside any ring.
Below each compound – RGS8-Gao, Bim-Mcl-1, Bcl-B Bim block, Mcl1-Bid inh, Bim-Bfl-1, Bim-Bcl-W, Mcl1-Noxa inh, Bcl-XL Bim block, Bcl-2 Bim block, RGS7-Gao reg, RGS4-Gao reg
- CCOC(=O)C(C)Sc1cnccn1 (configuration not stated)
 : 100, -5, -6, 2, -6, -2, 31, -5, -5, 96, 98
- CCCCCCc1c(O)nc(SCCN(C)C)[nH]c1=O
 : 102, nt, nt, -134, nt, nt, 9, nt, nt, ?, 100
- C=CCSc1nc(C)c(CC(=C)C)c(=O)[nH]1
 : 100, -1, -5, -23, -4, 0, -2, -1, 0, 100, 95
- O=C1CN(C(=O)CSc2nc3cc(Cl)ccc3c(=O)n2Cc2ccccc2)c2ccccc2N1
 : 100, -4, -9, -8, -1, -7, 1, -9, 0, 99, 100
- COc1ccc(CCNC(=O)CSc2ccc(-c3ccccc3)nn2)cc1
 : 101, -3, -8, -40, -8, -5, 4, -7, -4, 98, 98
- NC(=O)c1nnsc1Sc1c(C(N)=O)nnn1-c1cccc(N)c1
 : 101, 0, -14, -11, -2, 0, 11, -1, 0, ?, 101
- C=CCn1c(Sc2nncn2C)nc2c1c(=O)[nH]c(=O)n2C
 : 86, -2, 0, -8, -2, -3, 1, -2, 0, 87, 86

(list continues)
Below each compound – RGS8-Gao, Bim-Mcl-1, Bcl-B Bim block, Mcl1-Bid inh, Bim-Bfl-1, Bim-Bcl-W, Mcl1-Noxa inh, Bcl-XL Bim block, Bcl-2 Bim block, RGS7-Gao reg, RGS4-Gao reg
- N#CCSc1nc2ccccc2c(=O)n1-c1ccccc1
 : 97, -3, 0, -11, -1, -1, 23, 9, 1, 95, 93
- Cc1nc(C)c(-c2csc(Nc3cccnc3)n2)s1
 : 96, 0, -3, -42, -15, 0, nt, -5, -11, 89, 97
- Cc1ccc(S(=O)(=O)n2cc(C=O)c3ccccc32)cc1
 : 98, nt, nt, 14, nt, nt, -21, nt, nt, ?, 98
- Cc1ccccc1CSCCC(=O)NCCc1ccccc1
 : 94, 1, -1, -33, -3, -1, -16, -1, -6, 97, 93
- O=C(Nc1ccc(N2CCOCC2)cc1)c1ccncc1
 : 113, 0, 3, -26, 0, 0, -15, -2, 0, 112, 115
- Clc1ccccc1-c1ccc(CN2CCN(c3ccccc3)CC2)o1
 : 109, -3, 0, -6, -2, -2, 35, -5, -6, 102, 102
- CCCCC1CCCC12NC(=O)NC2=O (configuration not stated)
 : 101, nt, nt, 6, nt, nt, -12, nt, nt, ?, 100
- CCOC(=O)c1cccc(NC(=O)C2CCCN(S(=O)(=O)c3cnc[nH]3)C2)c1 (configuration not stated)
 : 109, 0, -8, -22, -9, 0, 3, -3, -12, 97, 99
- CCOC(=O)c1cn(CC(=O)Nc2ccc(OC)cc2OC)nn1
 : 104, -2, -4, -85, -2, -3, -7, -2, -5, 102, 106
- O=C(C1c2ccccc2Oc2ccccc21)N1CCN(c2ccc(Cl)cc2)CC1
 : 109, -6, -6, -2, -4, -4, 10, -17, -8, 105, 110
- CCC(=O)c1ccc(OCC(O)CN2CC(C)OC(C)C2)cc1 (configuration not stated)
 : 100, 0, -11, 45, -16, -2, 30, -7, -6, 101, 99
- CC(C)Cn1c(=O)c2ccccc2n2c(SCC(=O)N3c4ccccc4CC3C)nnc12 (configuration not stated)
 : 105, -5, -4, 15, 1, -3, 4, -4, -3, 101, 102
- Cc1ccc(-c2nn3c(C)nnc3c3ccccc23)cc1S(=O)(=O)NC(C)(C)CO
 : 104, 0, -2, 0, -7, -3, -19, -3, -8, 104, 103
- O=C(CCC(=O)c1ccccc1)Nc1cccnc1
 : 108, -6, 0, -16, 4, 11, 1, 8, 4, 106, 107
- CCN(CC)C(C)C(=O)Nc1c2c(cc3c1CCC3)CCC2 (configuration not stated)
 : 103, 0, 4, -26, 2, 0, 33, -2, 2, 98, 101
- CCCCn1c(-c2ccoc2C)n[nH]c1=S
 : 104, -4, -10, -23, 13, 7, 17, -4, 2, 104, 102
- Cc1cc(NC(=O)CSc2nccn2-c2cccc(C)c2C)no1
 : 99, 4, 1, 9, 6, 2, 22, 3, -2, 98, 99
